M5 ag: CHRM5 agonism in calcium assay; 360,000 compounds, 0.19% hits; AID 624037; P08912; activation, % at 3 µM; CHO-K1 hM5 cells, Fluo-8 calcium fluorescence; 0% DMSO wells, 100% maximal acetylcholine response;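 active means activation above the run's mean over test compounds plus 3 SD, cut at about 23% in these data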;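 further: signal is peak over basal fluorescence ratio across the kinetic read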
Target sequence (P08912 whole entry, looked up): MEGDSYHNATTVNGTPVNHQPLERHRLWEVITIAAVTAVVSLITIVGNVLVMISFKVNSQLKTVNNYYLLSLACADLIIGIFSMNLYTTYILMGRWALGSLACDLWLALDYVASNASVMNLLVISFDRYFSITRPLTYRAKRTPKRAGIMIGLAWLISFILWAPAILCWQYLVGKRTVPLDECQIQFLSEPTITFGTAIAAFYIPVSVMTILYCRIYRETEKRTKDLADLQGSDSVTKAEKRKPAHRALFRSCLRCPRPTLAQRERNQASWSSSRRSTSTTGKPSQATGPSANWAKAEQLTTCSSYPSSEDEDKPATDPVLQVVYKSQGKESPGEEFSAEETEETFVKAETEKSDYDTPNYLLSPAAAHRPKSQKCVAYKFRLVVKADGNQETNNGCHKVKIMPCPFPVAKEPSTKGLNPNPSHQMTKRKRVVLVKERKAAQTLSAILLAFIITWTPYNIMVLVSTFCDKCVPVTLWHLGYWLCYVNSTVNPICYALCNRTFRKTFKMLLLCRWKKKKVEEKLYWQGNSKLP
M5 antag: blocks acetylcholine activation of human M5 receptor; P08912; CHO-hM5 cells, Fluo-8 calcium fluorescence, ACh EC80; inhibition, % at 3 µM; 360,000 compounds, 0.59% hits; AID 624040;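 active means inhibition above a per-plate cutoff, the mean of that plate's test compounds plus 3 SD, cut at about 27% in these data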;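 further: 0% = acetylcholine EC80 with DMSO and 100% = DMSO without agonist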
CHRM4 antagonist: CHRM4 antagonism in calcium assay | P08173 | CHO-hM4 cells, ACh EC80, Fluo-8 calcium fluorescence | inhibition, % at 3 µM | 360,000 compounds, 0.73% hits | AID 624125;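 active means inhibition above its plate's cutoff, the mean inhibition of sample wells plus 3 SD, cut at about 27% in these data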;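 further: 0% = acetylcholine EC80 with DMSO and 100% = DMSO without agonist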
Target sequence (P08173 whole entry, looked up): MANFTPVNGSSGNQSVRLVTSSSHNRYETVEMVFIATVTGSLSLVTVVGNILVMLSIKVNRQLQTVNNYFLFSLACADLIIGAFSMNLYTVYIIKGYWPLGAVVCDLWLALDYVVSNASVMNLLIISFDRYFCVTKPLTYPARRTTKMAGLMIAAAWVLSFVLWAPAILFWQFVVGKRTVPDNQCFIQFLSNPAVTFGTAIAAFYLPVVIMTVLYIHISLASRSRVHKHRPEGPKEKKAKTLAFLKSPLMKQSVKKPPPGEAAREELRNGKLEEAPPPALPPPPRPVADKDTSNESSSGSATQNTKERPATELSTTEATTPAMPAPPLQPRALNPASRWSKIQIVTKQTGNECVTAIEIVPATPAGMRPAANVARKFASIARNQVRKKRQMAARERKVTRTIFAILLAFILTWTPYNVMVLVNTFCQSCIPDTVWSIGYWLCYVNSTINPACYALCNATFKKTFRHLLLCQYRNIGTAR
CHRM5 PAM: CHRM5 positive allosteric modulation; 360,000 compounds, 0.3% hits; activation, % at 3 µM; CHO-K1 hM5, Fluo-8 calcium, ACh EC20 PAM; 0% = ACh EC20, 100% = ACh EC100;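 active means activation above the run cutoff, the mean activation of all test compounds plus 3 SD, cut at about 18% in these data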
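Probe or stimulus: acetylcholine, EC20 level; Assay system: human M5 receptor in CHO-K1 cells; Schedule: compound preincubation 140 s before EC20 acetylcholine addition; Technique: intracellular calcium via Fluo-8 fluorescence; Dosing: single-point, 3 µM nominal; Read-out basis: percent activation from peak-over-basal fluorescence ratio, scaled EC20-to-EC100 acetylcholine; Repeats: one well per compound, no replicates.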
M4 PAM: positive allosteric modulators of human muscarinic M4 receptor; CHO-K1 hM4/Gqi5, Fluo-8 calcium fluorescence, ACh EC20; 0% = ACh EC20, 100% = maximal ACh; activation, % at 3 µM; 360,000 compounds, 0.4% hits;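 active means activation above its plate's cutoff, the mean activation of sample wells plus 3 SD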; further: some results filed as inactive read as strong as hits
CHO-K1 Ca ag: nonselective activator or artifact in parental CHO-K1 cells; 360,000 compounds, 0.48% hits; activation, % at 3 µM; Fluo-8 calcium fluorescence; scaled to maximal ATP response, vehicle zero; in the data active means activation above about 15%;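 further: untransfected CHO-K1 host cells lacking M1 receptor as counterscreen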
CHO-K1 Ca antag: M1 antagonist counterscreen hit in parental CHO-K1 cells; ATP-induced calcium, Fluo-8 fluorescence; inhibition, % at 3 µM; 360,000 compounds, 0.6% hits; AID 602250;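 active means inhibition above a per-plate cutoff, the plate's mean sample inhibition plus 3 SD, cut at about 24% in these data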;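 further: 0% = DMSO plus EC80 ATP and 100% = DMSO alone without ATP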
CHRM4 agonist: CHRM4 agonism in calcium assay; P08173; CHO-K1 hM4/Gqi5, Fluo-8 calcium fluorescence; vehicle 0%, full acetylcholine response 100%; activation, % at 3 µM; 360,000 compounds, 0.14% hits;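 active means activation above the run mean over all test wells plus 3 SD, cut at about 32% in these data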;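 further: peak over basal fluorescence ratio per well then scaled between controls; 0% = DMSO wells and 100% = acetylcholine at EC100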
CHO-K1 Ca PAM: nonselective activator or artifact in parental CHO-K1 calcium assay | activation, % at 3 µM | 360,000 compounds, 0.02% hits | ATP EC20, Fluo-8 calcium fluorescence; 0% at ATP EC20, 100% at ATP max;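 active means activation above the run cutoff, the mean activation of all test compounds plus 3 SD, cut at about 40% in these data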;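 further: peak over basal fluorescence ratio in a 140 s read after ATP addition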
Active calls of the source: *.

What do the screens show for `O=C1CN(O)C(c2ccccc2Cl)=c2cc(Br)ccc2=N1`?
M5 ag: -3; M5 antag: -5; CHRM4 antagonist: -7; CHRM5 PAM: 5; M4 PAM: 1; CHO-K1 Ca ag: 0.8; CHO-K1 Ca antag: -1; CHRM4 agonist: 2; CHO-K1 Ca PAM: 6

How did CCOP(=S)(NN(Cc1ccccc1)C(=O)c1ccccc1)OCC do in these assays?
M5 ag: -5; M5 antag: 0; CHRM4 antagonist: -1; CHRM5 PAM: -2; M4 PAM: 0; CHO-K1 Ca ag: 0.0; CHO-K1 Ca antag: -3; CHRM4 agonist: 0; CHO-K1 Ca PAM: 13

Results for CSc1ncc(/C=C2/C(=O)NC(=O)N(C3CCCCC3)C2=O)cn1 ?
M5 ag: -2; M5 antag: -8; CHRM4 antagonist: -1; CHRM5 PAM: 3; M4 PAM: -7; CHO-K1 Ca ag: 0.1; CHO-K1 Ca antag: -13; CHRM4 agonist: 0; CHO-K1 Ca PAM: 14

What do the screens show for `CC(OC(=O)c1cn(C)c2ccccc12)C(=O)N(C)c1ccccc1` (stereo not drawn)?
M5 ag: -2; M5 antag: 3; CHRM4 antagonist: -12; CHRM5 PAM: 0; M4 PAM: 3; CHO-K1 Ca ag: 2.3; CHO-K1 Ca antag: -9; CHRM4 agonist: 3; CHO-K1 Ca PAM: 26

What do the screens show for `CCCCn1c(=O)c(C(=O)Nc2ccccc2S(N)(=O)=O)c(O)c2ccccc21`?
M5 ag: -1; M5 antag: -11; CHRM4 antagonist: -24; CHRM5 PAM: 6; M4 PAM: 11; CHO-K1 Ca ag: 0.2; CHO-K1 Ca antag: -44; CHRM4 agonist: -1; CHO-K1 Ca PAM: 16

How did C1=C(CCNCc2ccccc2)CCCC1 do in these assays?
M5 ag: -1; M5 antag: 3; CHRM4 antagonist: 1; CHRM5 PAM: -4; M4 PAM: 1; CHO-K1 Ca ag: 0.9; CHO-K1 Ca antag: -19; CHRM4 agonist: 1; CHO-K1 Ca PAM: 4

Results for CC1CCCCN1Cc1c[nH]c2ccccc12 (stereo not drawn) ?
M5 ag: 2; M5 antag: 11; CHRM4 antagonist: 16; CHRM5 PAM: -19; M4 PAM: -11; CHO-K1 Ca ag: 6.0; CHO-K1 Ca antag: 9; CHRM4 agonist: 23; CHO-K1 Ca PAM: -22

How did CN(C/N=C(\N)N[N+](=O)[O-])S(=O)(=O)c1ccccc1 do in these assays?
M5 ag: 1; M5 antag: -2; CHRM4 antagonist: -7; CHRM5 PAM: 9; M4 PAM: 1; CHO-K1 Ca ag: -0.1; CHO-K1 Ca antag: 8; CHRM4 agonist: 1; CHO-K1 Ca PAM: -9

How did CC1C(c2cccs2)=[N+]([O-])C(C)(C(=O)c2ccc(F)cc2)N1O (stereo not drawn) do in these assays?
M5 ag: 1; M5 antag: 8; CHRM4 antagonist: 7; CHRM5 PAM: -2; M4 PAM: -8; CHO-K1 Ca ag: 0.3; CHO-K1 Ca antag: -4; CHRM4 agonist: 1; CHO-K1 Ca PAM: 1

How did CCC12C=CCN3CCC4(c5cc(Br)c(OC)cc5N(C)C4C(O)(C(=O)OC)C1OC(C)=O)C32 (stereo not drawn) do in these assays?
M5 ag: 1; M5 antag: -1; CHRM4 antagonist: 0; CHRM5 PAM: 2; M4 PAM: -1; CHO-K1 Ca ag: 1.7; CHO-K1 Ca antag: -6; CHRM4 agonist: 3; CHO-K1 Ca PAM: 17

How did CC(=O)Cc1ccc(OC(C)C)cc1 do in these assays?
M5 ag: -1; M5 antag: 4; CHRM4 antagonist: -4; CHRM5 PAM: 5; M4 PAM: -4; CHO-K1 Ca ag: 1.2; CHO-K1 Ca antag: -16; CHRM4 agonist: 0; CHO-K1 Ca PAM: 24

How did O=C(C1CC(c2ccc(F)cc2)=NO1)N1CCC2(CC1)OCCO2 (stereo not drawn) do in these assays?
M5 ag: -2; M5 antag: -1; CHRM4 antagonist: 7; CHRM5 PAM: 13; M4 PAM: 4; CHO-K1 Ca ag: 0.3; CHO-K1 Ca antag: -13; CHRM4 agonist: 0; CHO-K1 Ca PAM: 17

How did COc1ccc(-c2nc(CS(=O)CC(=O)N3CCC4(CC3)OCCO4)c(C)o2)cc1 (stereo not drawn) do in these assays?
M5 ag: 2; M5 antag: -4; CHRM4 antagonist: 9; CHRM5 PAM: 8; M4 PAM: 5; CHO-K1 Ca ag: 0.1; CHO-K1 Ca antag: 6; CHRM4 agonist: 0; CHO-K1 Ca PAM: 13

What do the screens show for `O=C1CC(=O)N(Cc2ccccc2)C(=O)N1Cc1ccccc1`?
M5 ag: 4; M5 antag: 17; CHRM4 antagonist: -5; CHRM5 PAM: -5; M4 PAM: -1; CHO-K1 Ca ag: 1.1; CHO-K1 Ca antag: -15; CHRM4 agonist: 1; CHO-K1 Ca PAM: 20

Results for COc1ccc(C(=O)CC(c2ccc3c(c2)OCO3)c2c(O)c3ccccc3oc2=O)cc1OC (stereo not drawn) ?
M5 ag: 2; M5 antag: 14; CHRM4 antagonist: -15; CHRM5 PAM: 7; M4 PAM: 12; CHO-K1 Ca ag: 0.3; CHO-K1 Ca antag: -4; CHRM4 agonist: 0; CHO-K1 Ca PAM: 20

Results for CN1CCCCC1c1ccc(-c2cccnc2)nc1 (stereo not drawn) ?
M5 ag: 1; M5 antag: 12; CHRM4 antagonist: -6; CHRM5 PAM: -3; M4 PAM: 1; CHO-K1 Ca ag: -0.2; CHO-K1 Ca antag: 3; CHRM4 agonist: 1; CHO-K1 Ca PAM: 1

How did Clc1ccc(N2CCNCC2)nn1 do in these assays?
M5 ag: 1; M5 antag: 3; CHRM4 antagonist: -2; CHRM5 PAM: 2; M4 PAM: 6; CHO-K1 Ca ag: 0.5; CHO-K1 Ca antag: -11; CHRM4 agonist: 2; CHO-K1 Ca PAM: 0

Results for C=Cn1ccnc1P(=S)(c1ccn(C)c1)c1nccn1C=C ?
M5 ag: -1; M5 antag: -2; CHRM4 antagonist: 2; CHRM5 PAM: -2; M4 PAM: 1; CHO-K1 Ca ag: -0.1; CHO-K1 Ca antag: 0; CHRM4 agonist: 0; CHO-K1 Ca PAM: 8

How did Cc1[nH]c2c(C(F)(F)F)cccc2c1CCN do in these assays?
M5 ag: -6; M5 antag: -1; CHRM4 antagonist: -1; CHRM5 PAM: 4; M4 PAM: 12; CHO-K1 Ca ag: 1.7; CHO-K1 Ca antag: -7; CHRM4 agonist: 2; CHO-K1 Ca PAM: 21

Results for Cc1cccc(CCNCc2cc3cccc(C)c3[nH]c2=O)c1 ?
M5 ag: 7; M5 antag: -10; CHRM4 antagonist: -14; CHRM5 PAM: -2; M4 PAM: -2; CHO-K1 Ca ag: 7.9; CHO-K1 Ca antag: -2; CHRM4 agonist: 15; CHO-K1 Ca PAM: 12

How did CC(=O)OC1(c2ccc(C)cc2)CN2CCC1c1ccccc12 (stereo not drawn) do in these assays?
M5 ag: -8; M5 antag: -8; CHRM4 antagonist: -15; CHRM5 PAM: 0; M4 PAM: 14; CHO-K1 Ca ag: 0.6; CHO-K1 Ca antag: -13; CHRM4 agonist: 0; CHO-K1 Ca PAM: 15

What do the screens show for `CCCCCCN=C(C)c1c(O)n(Cc2ccccc2)c(=O)[nH]c1=O`?
M5 ag: -2; M5 antag: 2; CHRM4 antagonist: 1; CHRM5 PAM: -1; M4 PAM: 4; CHO-K1 Ca ag: 0.6; CHO-K1 Ca antag: -5; CHRM4 agonist: -2; CHO-K1 Ca PAM: 13

What do the screens show for `CN1C(=O)C(=Cc2sc(=O)n(-c3ccccc3)c2N2CCCCC2)C(=O)N(C)C1=O`?
M5 ag: 12; M5 antag: 8; CHRM4 antagonist: 12; CHRM5 PAM: -2; M4 PAM: -4; CHO-K1 Ca ag: 4.8; CHO-K1 Ca antag: 7; CHRM4 agonist: 4; CHO-K1 Ca PAM: -20

How did CC(=NCCN1CCOCC1)c1c(O)n(Cc2ccccc2)c(=O)[nH]c1=O do in these assays?
M5 ag: 3; M5 antag: 6; CHRM4 antagonist: -2; CHRM5 PAM: -1; M4 PAM: 1; CHO-K1 Ca ag: 0.4; CHO-K1 Ca antag: 22; CHRM4 agonist: 0; CHO-K1 Ca PAM: -1

Results for O=CC(Cl)P(=O)(N1CCOCC1)N1CCOCC1 (stereo not drawn) ?
M5 ag: 2; M5 antag: -8; CHRM4 antagonist: -8; CHRM5 PAM: 13; M4 PAM: 0; CHO-K1 Ca ag: 0.2; CHO-K1 Ca antag: -18; CHRM4 agonist: 1; CHO-K1 Ca PAM: 18

Results for O=C1NC(=O)C(=Cc2coc3ccc(O)cc3c2=O)C(=O)N1 ?
M5 ag: 0; M5 antag: 9; CHRM4 antagonist: 2; CHRM5 PAM: 0; M4 PAM: 7; CHO-K1 Ca ag: 0.1; CHO-K1 Ca antag: -9; CHRM4 agonist: 0; CHO-K1 Ca PAM: 14

Results for Nc1c(C(=O)NCCc2ccccc2)c2nc3ccccc3nc2n1CCN1CCOCC1 ?
M5 ag: 4; M5 antag: -1; CHRM4 antagonist: 5; CHRM5 PAM: -1; M4 PAM: -15; CHO-K1 Ca ag: 2.0; CHO-K1 Ca antag: 5; CHRM4 agonist: 9; CHO-K1 Ca PAM: 12

Results for CC(=NCC1CCCO1)c1c(O)n(-c2ccc(C)cc2)c(=O)[nH]c1=O (stereo not drawn) ?
M5 ag: 2; M5 antag: -8; CHRM4 antagonist: -8; CHRM5 PAM: 4; M4 PAM: 20; CHO-K1 Ca ag: 0.1; CHO-K1 Ca antag: -8; CHRM4 agonist: 1; CHO-K1 Ca PAM: 11

Results for CN(C)/C=C(\C=[N+](C)C)c1[nH]ncc1[N+](=O)[O-] ?
M5 ag: -5; M5 antag: 1; CHRM4 antagonist: -5; CHRM5 PAM: -5; M4 PAM: 5; CHO-K1 Ca ag: -0.9; CHO-K1 Ca antag: 17; CHRM4 agonist: 0; CHO-K1 Ca PAM: -9

What do the screens show for `N#CC1=C(N)Oc2cc(O)ccc2C1c1ccc2c(c1)OCO2` (stereo not drawn)?
M5 ag: 2; M5 antag: -5; CHRM4 antagonist: 2; CHRM5 PAM: 3; M4 PAM: 0; CHO-K1 Ca ag: 0.0; CHO-K1 Ca antag: -9; CHRM4 agonist: 2; CHO-K1 Ca PAM: 20

Results for CNCC(C)c1ccccc1 (stereo not drawn) ?
M5 ag: 0; M5 antag: -5; CHRM4 antagonist: 3; CHRM5 PAM: 2; M4 PAM: 10; CHO-K1 Ca ag: 0.4; CHO-K1 Ca antag: -8; CHRM4 agonist: 1; CHO-K1 Ca PAM: 24

What do the screens show for `Cn1c(O)c(/C=N/NC(=O)c2ccncc2)c(=O)[nH]c1=S`?
M5 ag: -2; M5 antag: 8; CHRM4 antagonist: 11; CHRM5 PAM: -7; M4 PAM: -6; CHO-K1 Ca ag: 0.3; CHO-K1 Ca antag: -5; CHRM4 agonist: 0; CHO-K1 Ca PAM: 6

What do the screens show for `Cc1ccc(C)c(-n2c(C)nc3ccccc3c2=O)c1`?
M5 ag: -1; M5 antag: 6; CHRM4 antagonist: 1; CHRM5 PAM: -7; M4 PAM: -3; CHO-K1 Ca ag: 1.9; CHO-K1 Ca antag: -7; CHRM4 agonist: 1; CHO-K1 Ca PAM: 12

Bioassay records deposited in PubChem by The Scripps Research Institute Molecular Screening Center.

Only part of the results is shown; the hit share may differ from the screen's.
